High-throughput results: PubChem, Sanford-Burnham Center for Chemical Genomics
APJ antag: antagonists of human apelin receptor APJ, primary screen, CHO-K1 cells, beta-arrestin complementation, luminescence. P35414. inhibition, % at 20 µM. actives 0.32% (n = 330,000). AID 2521, 2010;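 active = inhibition above about 40% at 20 µM, limit read from the data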;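 note: cells challenged with 10 nM apelin-13 agonist together with compound; plate controls were apelin-13 plus DMSO wells for no effect and DMSO wells lacking apelin-13 for full effect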
UBC13 polyUb: UBC13 polyubiquitin chain formation inhibitors, primary screen, biochemical, TR-FRET, uHTS; Ubiquitin-conjugating enzyme E2 N (Homo sapiens), P61088; inhibition, % at 20 µM; actives 0.47% (n = 330,000); AID 485273, 2010; in the data active = inhibition above about 45%, passing the limit was not always enough
Target sequence (P61088 whole entry, looked up): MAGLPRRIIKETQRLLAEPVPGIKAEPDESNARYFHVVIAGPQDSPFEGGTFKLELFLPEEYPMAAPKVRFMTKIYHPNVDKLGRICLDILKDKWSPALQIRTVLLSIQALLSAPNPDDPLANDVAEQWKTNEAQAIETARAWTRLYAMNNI
ATG4B inhibitor: ATG4B protease inhibitors, primary screen, biochemical, fluorescence, uHTS. AID 504462, 2011. Cysteine protease ATG4B (Homo sapiens), Q9Y4P1. inhibition, % at 8.33 µM. actives 0.51% (n = 340,000). ATG4B cleavage of LC3-PLA2, NBD-HPC fluorescence, 1 h; in the data active = inhibition above about 40%
Target sequence (Q9Y4P1 whole entry, looked up): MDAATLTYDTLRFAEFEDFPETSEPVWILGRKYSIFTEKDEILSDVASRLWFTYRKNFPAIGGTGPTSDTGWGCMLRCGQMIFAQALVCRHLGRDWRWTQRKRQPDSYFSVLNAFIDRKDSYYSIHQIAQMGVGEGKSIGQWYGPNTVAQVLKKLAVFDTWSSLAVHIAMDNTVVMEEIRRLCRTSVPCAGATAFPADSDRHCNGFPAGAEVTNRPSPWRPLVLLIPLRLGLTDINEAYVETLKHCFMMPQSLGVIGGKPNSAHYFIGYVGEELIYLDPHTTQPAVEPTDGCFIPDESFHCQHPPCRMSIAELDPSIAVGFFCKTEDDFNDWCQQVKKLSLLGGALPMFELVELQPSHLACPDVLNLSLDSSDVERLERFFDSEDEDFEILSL
CCR6 antagonist: CCR6 receptor antagonists, primary screen, cell-based, CHO-K1, luminescence, beta-arrestin, uHTS | CHO-K1 CCR6 PathHunter beta-arrestin, CCL20-stimulated | actives 0.49% (n = 340,000) | C-C chemokine receptor type 6 (Homo sapiens), P51684 | inhibition, % at 20 µM | AID 493098, 2011;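 active = compounds whose inhibition of the agonist-driven luminescence signal at 20 µM reaches about 50%, limit read from the data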;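 note: cells stimulated with CCL20 at 14 nM final; plate controls were DMSO with CCL20 for no effect and DMSO without agonist for full effect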
Target sequence (P51684 whole entry, looked up): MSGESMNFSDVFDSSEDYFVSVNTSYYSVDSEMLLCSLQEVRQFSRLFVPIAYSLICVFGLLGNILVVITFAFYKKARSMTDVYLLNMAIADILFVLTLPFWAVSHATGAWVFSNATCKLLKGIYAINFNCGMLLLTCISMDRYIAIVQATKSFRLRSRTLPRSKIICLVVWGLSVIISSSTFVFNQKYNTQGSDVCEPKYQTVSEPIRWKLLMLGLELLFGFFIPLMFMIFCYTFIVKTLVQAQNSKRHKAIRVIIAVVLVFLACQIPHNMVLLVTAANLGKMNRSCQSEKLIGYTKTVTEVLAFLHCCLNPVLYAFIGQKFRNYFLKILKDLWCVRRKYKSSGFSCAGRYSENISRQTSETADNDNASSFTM
Gli-Sufu block: Gli-Sufu pathway antagonists, primary screen, luciferase luminescence, Sufu-KO-LIGHT cells, uHTS | actives 0.74% (n = 340,000) | AID 588413, 2011 | inhibition, % at 5 µM | Sufu-KO-LIGHT fibroblasts, Gli luciferase reporter luminescence;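 active = inhibition above about 55%, limit read from the data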;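 note: 0% = DMSO-treated cells and 100% = wells with medium but no cells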
APJ agonist: agonists of human apelin receptor APJ, primary screen, CHO-K1 cells, PathHunter beta-arrestin, luminescence | activation, % at 20 µM | 0% DMSO wells, 100% apelin | actives 0.11% (n = 330,000) | P35414;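 active = activation more than six SD over the plate average, tested at 20 µM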;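 note: 0% = DMSO alone and 100% = apelin-13 at 10 nM; some results filed as inactive read as strong as hits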
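Assay system: CHO-K1 cells stably expressing ProLink-tagged human APJ and arrestin–beta-gal acceptor. Compound dosing: 20 µM single point, 1% DMSO. Times: 16-18 h seeding, 90 min dark compound exposure, 60 min detection. Detection: beta-gal luminescence. Evaluation: APJ–arrestin association signal. Controls: negative DMSO alone, positive Apelin-13 at 10 nM.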
CXCR6 block: CXCR6 receptor inhibitors, primary screen, cell-based, beta-arrestin, luminescence, CHO-K1 PathHunter, 1536-well; C-X-C chemokine receptor type 6 (Homo sapiens), O00574; inhibition, % at 20 µM; actives 0.36% (n = 360,000); AID 602244, 2012; in the data active = inhibition above about 34%, passing the limit was not always enough;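 note: antagonist mode with CXCL16 agonist at 10 nM final; 0% = 10 nM CXCL16 with DMSO and 100% = unstimulated wells without agonist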
EBI2 antag: EBI2 receptor antagonists, beta-arrestin recruitment, primary screen, cell-based, luminescence, 7a,25-OHC stimulation, uHTS. G-protein coupled receptor 183 (Homo sapiens), P32249. actives 0.81% (n = 360,000). inhibition, % at 5 µM. 7a,25-OHC stimulated; in the data active = inhibition above about 38%;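 note: enzyme fragment complementation signal reports receptor beta-arrestin coupling in cells; 0% = agonist plus DMSO wells and 100% = wells without agonist; some results beyond the cut were filed as inactive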
* hit, by the source's call; · = no result given.

SMILES	APJ antag	UBC13 polyUb	ATG4B inhibitor	CCR6 antagonist	Gli-Sufu block	APJ agonist	CXCR6 block	EBI2 antag
O=C(CSc1nc2ccc(Nc3nc(N4CCOCC4)nc(N4CCOCC4)n3)cc2s1)Nc1ccccc1Cl	-30	-8	13	-2	3	3	-6	9
Cc1cccc(C(C)(C)C)c1OCCn1ccnc1	-5	-6	-3	-7	14	-3	-4	-2
CCCCNC(=O)N(O)C1N(/N=C/c2ccccc2F)C(=S)SC1(C)C (stereo unspecified)	-4	-3	25	6	-11	-3	3	-16
CCOC(=O)c1cnc2c(CC)cccc2c1NCCCN1CCOCC1	12	-31	-2	14	20	-1	7	5
CC(C)c1ccc(NC(=O)CN2C(=O)NC3(CCCC3)C2=O)cc1	12	-2	-14	16	-4	0	-3	-9
COc1ccccc1-c1nnc(NC(C)=O)s1	10	7	1	6	-60	-2	1	-8
CCOC(=O)c1[nH]c2cc3c(cc2c1NC(=O)CN1CCCC1)OCO3	-7	-2	-6	2	2	-1	4	-3
COc1ccc(N2CCN(S(=O)(=O)c3cn(C)c(=O)n(C)c3=O)CC2)cc1	-5	-16	-2	5	-1	-1	-2	-2
O=S(=O)(c1ccc(-c2nnco2)cc1)N1CCCCC1	8	6	0	-4	9	-2	-8	-3
CC(/C=C/c1ccccc1F)=N\NC(=O)c1cccc(F)c1	17	-8	-6	40	-44	-3	18	12
Cc1ccc(NC(=O)c2cc(F)c(F)cc2Cl)nc1	-2	-14	-16	0	-90	0	-7	-5
S=C(NCc1ccco1)Nc1ccccc1Cl	-1	6	-6	6	1	-3	-7	-2
Cc1ccc(S(=O)(=O)N2CCN(C)CC2c2ccccc2)cc1 (stereo unspecified)	4	6	6	10	3	-1	1	2
Cc1cccc(CCNC(=O)CCS(=O)(=O)c2cc3c(cc2Cl)NC(=O)CO3)c1	16	-6	-5	12	-4	-2	-5	-2
Cc1ccc(S(=O)(=O)N2CCCOC2CNC(=O)C(=O)NCCc2c[nH]c3ccccc23)cc1 (stereo unspecified)	7	1	-13	2	23	-1	0	10
COc1cccc(-c2nnc(NC(=O)c3ccccc3Br)o2)c1	-59	-11	-5	0	-14	-3	-3	3
COc1ccc(C(c2c(C)[nH]n(-c3ccccc3)c2=O)c2c(C)[nH]n(-c3ccccc3)c2=O)cc1OC	6	-22	1	23	7	1	18	-10
CCOc1ccc(Br)cc1S(=O)(=O)NC1CCCC1	1	7	-12	14	1	-1	4	1
CCOC(=O)c1c(NC(C)=O)sc2c1C1CCN2CC1	11	-15	-9	1	-5	2	2	-19
CC(C)Sc1nc(N2CCOCC2)c2c(c1C#N)CC(C)(C)N(C)C2	-9	12	4	1	8	-2	5	-6
Cc1ccc(S(=O)(=O)N2CCC[C@H]2C(=O)OCc2nc3ccccc3s2)cc1	·	·	-3	6	1	·	-2	-1
Cn1nnc(NCc2cc(Br)ccc2OCc2ccccc2F)n1	6	6	-11	13	14	-3	3	-1
CCSc1nc(N)c2c(C)c(C)sc2n1	-3	-3	-17	-7	-7	0	-4	-1
CN(CCCC1CCCC1)C(=O)CCc1nnc(-c2ccccc2)o1	1	4	-1	13	-39	-4	-1	-9
Cc1ccc(S(=O)(=O)N(CC(=O)N2CCCC2)C2CCCCC2)cc1	4	4	4	19	4	0	5	-1
Further entries.
SMILES	APJ antag	UBC13 polyUb	ATG4B inhibitor	CCR6 antagonist	Gli-Sufu block	APJ agonist	CXCR6 block	EBI2 antag
CN(CC(=O)Nc1ccc(F)cc1)C(=O)C1CCN(S(=O)(=O)c2ccc3c(c2)OCCO3)CC1	4	3	-6	-1	14	-3	-1	2
CSc1nc2ccc(S(N)(=O)=O)cc2s1	-14	-6	3	0	-10	-4	7	-6
CCCN1CCC(=O)N([C@H](CSc2ccc(C)cc2)c2ccccc2)CC1	-7	37	-1	10	-13	0	-6	14
CCOC(=O)Cn1nc(C)n(-c2c(C)cccc2C)c1=O	-3	-15	-6	-6	4	1	1	-8
O=C(CN(c1ccccc1)S(=O)(=O)c1ccc(F)cc1)N1CCCCCC1	3	7	-2	4	0	0	8	3
CCOC(=O)C1NN=C(C(=O)c2ccccc2)C1c1ccccc1 (stereo unspecified)	18	0	-9	36	-3	-2	12	-2
CN(CCCNC(=O)C1CCN(S(=O)(=O)N2CCC3(CC2)OCCO3)CC1)Cc1ccccc1	-8	1	-14	6	10	-4	-8	-14
O=C(NN1C(=O)c2ccc3c4c(ccc(c24)C1=O)CC3)c1ccc(Br)cc1	-16	57*	2	22	7	5	-2	-9
CCOC(=O)CC(NC(=O)Cc1ccc(F)cc1)c1ccccc1Cl (stereo unspecified)	0	0	-1	3	-16	-2	-5	3
CCOc1ccc(NC(=O)CN(C)C(=O)c2ccc(-c3ccc(C(C)=O)cc3)o2)cc1OCC	10	-8	-14	-9	-24	-4	-2	3
COc1ccccc1N1CCN(C2CCCN(S(=O)(=O)c3cccc(Cl)c3)C2)CC1 (stereo unspecified)	9	-3	10	21	23	-5	-6	-1
O=S(=O)(c1ccccc1)N1CCCN(S(=O)(=O)c2ccccc2)CC1	6	-3	-2	-6	-6	-2	-9	4
CCc1ccc(NS(=O)(=O)c2ccc3c(c2)CCN3C(=O)CCC(=O)O)cc1	-21	2	0	11	7	-3	4	5
CC1(NC(=O)Nc2cccc3ccccc23)CCS(=O)(=O)C1 (stereo unspecified)	-18	-8	-6	13	10	-1	4	-11
c1cc(-c2n[nH]c(-c3ccncc3)n2)ccn1	·	·	1	10	-6	·	-35	-3
OCCN1CCOCCOCCN(CCO)CCN(CCO)CC1	11	-6	-9	5	7	0	3	-8
O=C(CSCc1ccccc1)NCCc1ccc(F)cc1	-6	4	0	12	-6	-4	-7	2
Cc1cccc(NC(=O)CCn2cnnn2)c1	0	-3	-3	6	34	-2	4	-8
O=C(Nc1cccnc1)c1sc(Nc2ccccc2F)nc1-c1ccccc1	-14	4	-5	21	0	-2	5	30
Cc1ccc(/C=N/N2C(=S)SC(C)(C)C2N(O)C(=O)Nc2ccc([N+](=O)[O-])cc2)cc1 (stereo unspecified)	3	-16	-4	26	-17	-4	17	15
CCc1c(C)nc2c(-c3ccccc3)c[nH]n2c1=O	10	16	3	5	0	-1	5	-8
COc1ccccc1CNC(=O)C(Cc1ccccc1)NC(=O)c1ccccc1 (stereo unspecified)	-4	12	5	5	1	-1	3	12
CCc1nnc(NC(=O)c2cc(-c3ccco3)nc3ccccc23)s1	9	22	13	13	61*	-2	8	-1
Cc1cccc(NC(=O)COC(=O)c2n[nH]c3ccccc23)c1C	-2	0	45*	6	-4	-1	-2	3
CN(C)CCCN(C(=O)CCc1ccccc1)c1nc2c(F)cccc2s1	2	22	5	14	12	-1	0	-10
Continuation.
SMILES	APJ antag	UBC13 polyUb	ATG4B inhibitor	CCR6 antagonist	Gli-Sufu block	APJ agonist	CXCR6 block	EBI2 antag
CCCOc1ccc(N2C(=O)CC(N3CCN(c4ccccc4F)CC3)C2=O)cc1 (stereo unspecified)	16	3	-2	6	2	-2	-3	6
CC1=C(C(=O)OCc2ccccc2)C(c2ccco2)n2ncnc2N1 (stereo unspecified)	1	5	-9	13	2	-5	-3	-3
CCOc1ccccc1/C=N/NC(=O)Cc1csc(Nc2cccc(C(F)(F)F)c2)n1	-1	-9	14	2	1	-2	3	13
O=C(COc1ccccc1)Nc1ccccc1Cl	-2	12	-5	14	-23	-3	3	-5
COc1ccc(S(=O)(=O)N2CCCC2C(=O)Nc2ccc(C)cc2)cc1 (stereo unspecified)	1	7	-11	2	-6	-5	3	5
O=C(NCc1ccccn1)Nc1ccc2c(c1)OCO2	-4	4	-2	3	-34	-2	-6	-7
O=C(O/N=C(\c1ccccc1)c1ccncc1)c1ccccc1F	12	-2	8	-8	5	-1	2	-10
CCOc1ccccc1C(=O)Nc1nnc(SCC(=O)N2CCOCC2)s1	17	-3	-4	-9	0	0	5	-3
COC(=O)c1cc(CSc2ncnc3sccc23)oc1C	-1	3	6	18	-10	-2	-8	0
CCOc1cc(N2CCOCC2)c(OCC)cc1NC(=O)c1cc(S(=O)(=O)N2CCOCC2)ccc1F	-14	2	1	-19	2	0	0	1
CCn1c(CNC(=O)C2CCCCC2)cc2cc(C)ccc21	9	-8	-3	5	9	-1	5	-8
O=C(CCC(=O)N1CCN(C2CCCC2)CC1)Nc1nnc(C(F)(F)F)s1	21	8	-1	-18	10	-5	-2	-8
COc1ccc(Oc2nc3ccccc3nc2C(F)(F)F)cc1	22	5	34	-6	8	-6	-10	2
O=C(CSc1nnc(COc2ccc(Cl)cc2)o1)N1CCOCC1	-7	-4	4	-3	10	-3	-6	10
C=CCOc1ccc(Br)cc1CNCC	8	3	6	9	1	-2	2	-3
Cc1cc(NS(=O)(=O)c2ccc(NC(=O)c3ccc(Cl)cc3[N+](=O)[O-])cc2)no1	-12	7	4	13	-2	0	6	-5
COc1cc(C(=O)N2c3ccccc3CC2C)cc(OC)c1OC (stereo unspecified)	5	5	12	6	12	-2	2	-3
Cc1ccccc1Oc1ccc(S(=O)(=O)NCCC(=O)O)cc1	9	-2	3	-3	1	-3	12	17
COc1ccc(C(=O)C2CCCN(S(=O)(=O)c3ccc(C(C)=O)cc3)C2)c(C)c1 (stereo unspecified)	7	2	-11	9	35	10	-10	-2
O=C(NCC1COc2ccccc2O1)c1cn(Cc2ccc(F)cc2)nn1 (stereo unspecified)	-4	-11	-6	14	-9	0	6	7
COc1ccc(OCc2cccc(C(=O)NN)c2)cc1	-31	8	-2	-17	-155	0	-10	-14
Cc1cc(C)n(-c2ccc(C(=O)OCC(=O)NC(c3ccccc3)c3ccccc3)cc2)n1	0	-2	6	6	-13	-3	2	9
Cc1nn(Cc2ccccc2)c(C)c1CNC(=O)c1ccc(F)c(S(=O)(=O)N2CCOCC2)c1	6	-36	1	1	6	-3	11	1
C=CCC1NS(=O)(=O)OCC1NC(=O)OCC(Cl)(Cl)Cl (stereo unspecified)	-4	-7	-11	3	-4	-2	13	-10
COc1ccc(-c2noc3c2-c2nc(C4CCCCC4)sc2CC3)cc1	-5	-9	1	5	-12	-3	1	15
Cc1cc(=O)n2[nH]c(-c3ccc(C(C)(C)C)cc3)cc2n1	6	6	-14	-3	-9	-5	0	4
Nn1c(COc2cccc(Br)c2)nnc1SCC(=O)N1CCc2ccccc2C1	-6	2	-14	1	4	-7	2	6
NNC(=O)c1oc2ccccc2c1-n1cccc1	-43	18	-3	-7	0	0	4	-8
O=C(CCC(=O)Nc1ccccc1Cl)NN=C1CCCC1	6	3	-6	-14	6	2	-4	6
CC(=O)N1NC(=Nc2ccccc2)SC1(C)C	2	-5	-2	4	11	-1	-9	4
